Assay outcomes (PubChem BioAssay)
aSyn tox rescue: qHTS of alpha-syn Inhibitors: NCGC Sytravon Library Screen; S. cerevisiae alpha-synuclein toxicity rescue, BacTiter-Glo growth, 24 h; hit rate 0.02% among 94,000; Potency, µM (series often up to 46.1 µM), for inactives: at the top dose growth rescue (activation), actives largely listed as activators; active = well fitted activation curve with a large enough effect; inconclusive = small, poorly fitted or top-dose-only effect; note: 0% is about no effect
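Growth restoration measured by BacTiter-Glo luminescence after 24 hr at 30 deg C; alpha-synuclein yeast, raffinose-pregrown to mid-log, were added at OD600=0.02 in galactose medium onto pinned compounds.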
An asterisk follows results filed as active; ? = inconclusive; & = joins results of further samples; [ ] = dose if it differs, or a comment. Potency is the fitted concentration of half-maximal effect. These rows are one share of the data; count on the stated rates, not on these rows.

SMILES	aSyn tox rescue
O=C(CN1C(=O)NC2(CCCC2)C1=O)NCC1CCCO1 (stereo unspecified)	-2%
CCOC(=O)c1ccc(NC(=O)CSc2nccn2-c2ccc(OCC)cc2)cc1	8%
COC(=O)c1c(N)n(-c2ccc(OC)c(OC)c2)c2nc3ccccc3nc12	-6%
CC1CCN(S(=O)(=O)c2ccc3c(c2)c(=O)c(C(=O)NC(C)c2ccccc2)cn3C)CC1 (stereo unspecified)	2%
COc1ccccc1CNC(=O)Nc1ccc2c(c1)N(C)C(=O)c1ccccc1S2	1%
O=C(O)c1ccc(Nc2nc3ccccc3n3cnnc23)cc1	-5%
Cc1ccc(C)c(NC(=O)CCc2nc(-c3ccc(C(C)(C)C)cc3)no2)c1	2%
CCC(=O)Nc1cc(-c2cccc(C)c2)nn1-c1ccccc1	-7%
Cc1nc(CSc2n[nH]c(=O)n2-c2cccc(F)c2)cs1	8%
Cc1noc(/C=C/c2ccccc2F)c1S(=O)(=O)N1CCC(C(=O)N2CCOc3ccccc32)CC1	8%
COc1ccc(OCCCC(=O)OC(C)C(=O)Nc2ccc(S(N)(=O)=O)cc2)cc1 (stereo unspecified)	-9%
Cc1ccc(NC(=O)C(C)Sc2nc(-c3ccccc3)c(C#N)c(=O)[nH]2)c(C)c1 (stereo unspecified)	-5%
COc1cc(NC(=O)CSc2nc(-c3ccc(C(C)C)cc3)no2)cc(OC)c1	-14%
CC/C(=N\N=C(/CC)c1ccccc1N)c1ccccc1N	-11%
CCOc1ccc(CNCCCSc2nnnn2C)cc1OC	0%
Cc1ccc(Cn2ccnc2SCC(=O)Nc2nnc(C)s2)cc1	2%
Cc1cc(Cl)ccc1OCC(=O)N/N=C/c1ccc(OC2OC(CO)C(O)C(O)C2O)cc1 (stereo unspecified)	-12%
COc1ccc(C2CC(=O)N(CC(=O)Nc3cccc(C)c3C)c3ccccc3S2)cc1OC (stereo unspecified)	6%
Cc1cccc(C)c1-n1ncc(C(=O)N2CCN(c3ncccn3)CC2)c1C1CCN(C(=O)OC(C)(C)C)CC1	2%
CCOC(=O)c1ccc(N2CCN(c3cc(C)ccc3C)CC2)c(NC(=O)Nc2ccc(CC)cc2)c1	7%

Entries listed so far containing fluorine:
SMILES	aSyn tox rescue
Cc1nc(CSc2n[nH]c(=O)n2-c2cccc(F)c2)cs1	8%
Cc1noc(/C=C/c2ccccc2F)c1S(=O)(=O)N1CCC(C(=O)N2CCOc3ccccc32)CC1	8%

Further results:
SMILES	aSyn tox rescue
COc1cc(NC(=O)c2nc3ccccc3n(C)c2=O)cc(OC)c1OC	4%
Cc1cc(C)c(Nc2ncnc3c2cnn3C)c(C)c1	-4%
CC(=O)Nc1ccc(S(=O)(=O)NCc2cccnc2)cc1	5%
COc1ccc(NC(=O)CSc2nc(-c3ccc(OC)c(OC)c3)[nH]c2-c2ccc(C)cc2)cc1	-6%
COc1ccc(NC(=O)CCS(=O)(=O)c2ccc3nc(C)sc3c2)cc1Cl	2%
Cc1ccc(C(=O)OCC(=O)NCc2ccc(Cl)cc2)s1	-9%
Cn1c(=O)c2c(nc(N3CCOCC3)n2Cc2ccccc2)n(C)c1=O	6%
NS(=O)(=O)c1ccc(N=Cc2c(O)n(-c3nccs3)c(=O)c3ccccc23)cc1	-7%
COc1ccc(OC)c(NC(=O)CSc2nc(=O)n(CCN3CCOCC3)c3c2CCCC3)c1	4%
CCCCCCNC(=O)c1c[nH]c2ccc(S(=O)(=O)N(C)c3ccc(C(C)C)cc3)cc2c1=O	9%
Cc1ccc2c(CC(=O)Nc3ccc4nc(N5CCOCC5)sc4c3)coc2c1	13%
C/C(N)=C(/C#N)C(=O)CSc1nc(-c2ccccc2)c(-c2ccccc2)o1	-7%
O=S(=O)(c1ccc(Cl)cc1)c1nc(-c2cccc(Br)c2)oc1NCc1ccccc1	6%
CC(NC(=O)c1nn(C)c2c1CSc1ccccc1-2)c1ccccc1 (stereo unspecified)	6%
CC(C)CN(c1ccccc1)S(=O)(=O)c1nnc(NC(=O)c2ccco2)s1	-7%
COc1ccc(C2CC(=O)C3=C(C2)Nc2ccccc2N(C(=O)CCC(=O)O)C3c2ccc(F)cc2)cc1OC (stereo unspecified)	11%
Cc1ccccc1OCC(=O)NNC(=O)CSc1nc(N)cc(N)n1	0%
COc1cccc(-c2nc(CS(=O)(=O)CC(=O)N3CCc4ccccc43)c(C)o2)c1	8%
COc1ccc(NC(=O)c2ccc(-c3nc(CSc4ccccc4)c(C)o3)cc2)c(OC)c1	1%
CC(=O)Nc1ccc(OCCOc2ccc(/C=C3\C(=N)N4N=C(C)SC4=NC3=O)cc2)cc1	-13%
CC(C)CNc1ncnc2c1cnn2Cc1ccc(Cl)cc1	0%
CN(C(=O)COC(=O)/C=C/c1ccc2ccccc2n1)C1CCS(=O)(=O)C1 (stereo unspecified)	1%
O=C(COCc1cc(-c2ccc3c(c2)OCO3)on1)NCc1ccccc1Cl	-2%
Cc1ccc(CNc2nc(-c3ccco3)nn2S(C)(=O)=O)cc1	4%
Cc1ccc(C(CNS(=O)(=O)c2cc(F)ccc2F)N2CCN(C)CC2)cc1 (stereo unspecified)	-11%
COc1ccc(Cc2nc3ccccc3[nH]2)cc1OC	-6%
CC12CCC(C(=O)N(CCCCN3CCN(Cc4ccccc4)CC3)C1=O)C2(C)C (stereo unspecified)	-3%
O=S(=O)(NCCN1CCOCC1)c1ccc2c(c1)OCCO2	5%
CC1C(=O)N2CCCc3cc(S(=O)(=O)N4CCC(C(N)=O)CC4)cc1c32 (stereo unspecified)	0%
COCCNS(=O)(=O)c1cc(-c2nn3c(C)nnc3c3ccccc23)ccc1C	0%
COc1cccc(Cc2nc3ccccc3nc2SCC(=O)N2CCCc3ccccc32)c1	0%
Cc1ccc(C2=NS(=O)(=O)N(C)C(C(=O)N3CCCCC3)=C2)cc1	4%
COc1ccc2nc(N3C(=O)C(O)=C(C(=O)c4ccco4)C3c3ccc(C)o3)sc2c1 (stereo unspecified)	6%
O=C(NCc1noc2ccccc12)Nc1ccc(F)cc1F	-10%
O=C(Cn1nc(-c2ccccc2)c2c(c1=O)CCCC2)Nc1ccc(F)c(Cl)c1	7%
O=C(CCN1C(=O)c2ccc([N+](=O)[O-])cc2C1=O)Nc1nccs1	12%
CC(C)Cc1nnc(NC(=O)Cc2ccccc2[N+](=O)[O-])s1	-9%
COc1cc(NC(=O)c2ccccc2)ccc1NC(=O)c1cc2ccccc2o1	-6%&-7%
CN1C(=O)C2(SCC(=O)N2c2cccc(C(F)(F)F)c2)c2ccccc21 (stereo unspecified)	-5%
CNC(=O)C1CCN(Cc2cc3ccccc3n2Cc2ccccc2C)CC1	9%
CCOC(=O)CNC(=O)N1CCN(S(=O)(=O)c2ccc3c(ccn3C)c2)CC1	-46%[inhibitor]
CCC(=O)c1ccc(OCC(=O)OCC(=O)N2CCN(c3ccc(OC)cc3)CC2)cc1	5%
COc1ccc(NC(=O)CCOc2ccccc2C)cc1S(=O)(=O)N1CCCCC1	-3%
CCOC(=O)c1c(-c2ccccc2)oc2ccc(N(C(C)=O)S(=O)(=O)c3ccc(CC)cc3)cc12	-8%
Cc1cccc2sc(N(Cc3cccnc3)C(=O)Cc3ccccc3)nc12	10µM*
CC(=O)Nc1ccc(NC(=O)COC(=O)c2cc(S(=O)(=O)N(C)C)ccc2N2CCCC2)cc1	-2%
CCCC(=O)Nc1cccc(-c2cn3cccnc3n2)c1	-4%
N#CC1(NC(=O)Cn2ncc(Cl)c(Cl)c2=O)CCCCC1	9%
CCOc1ccc(Br)cc1C1C(C(=O)OC)=C(C)NC2=C1C(=O)c1ccccc12 (stereo unspecified)	-2%
COc1ccc(N2CC(C(=O)NC3CC(C)(C)NC(C)(C)C3)CC2=O)cc1 (stereo unspecified)	-13%

(more compounds)
SMILES	aSyn tox rescue
CCC(=O)Nc1ccc(C(=O)NNC(=O)c2cc(OC)c(OC)c(OC)c2)cc1	-14%
O=C(N/N=C/c1ccc(OC(F)F)cc1)c1cc[n+]([O-])cc1	3%
CC(=O)Nc1ccc(S(=O)(=O)N2CCN(c3ccc(C)c(Cl)c3)CC2)cc1	0%
Cc1ccccc1OCCOC(=O)c1cc(S(=O)(=O)N2CCOCC2)ccc1C	4%
CCn1c(C)nc2cc(C(=O)N/N=C/c3ccccc3C)ccc21	6%
COc1cccc(C2C(C(=O)Nc3ccccc3OC)=C(C)Nc3nc(-c4ccco4)nn32)c1 (stereo unspecified)	-5%
CCN(c1ccccc1)S(=O)(=O)c1ccc(OC)c(NC(=O)COc2ccc(C(C)=O)cc2)c1	3%
CCOC(=O)c1c(C)[nH]c(CCC(=O)NC(C)c2ccccc2)c1C (stereo unspecified)	-2%
O=C(NCCCNC(=O)c1ccccn1)c1cccc(F)c1	5%
COc1ccccc1-c1cc2nc(-c3ccccc3)cc(N3CCN(C(=O)c4ccco4)CC3)n2n1	-15%

Carrying on.
canonical_smiles	aSyn tox rescue
CCOc1ccc(C2C=C(c3cccc(OC)c3)Nc3nnnn32)cc1 (stereo unspecified)	-4%
COC(=O)c1c(NC(=O)COc2ccc(C(C)C)cc2)sc2c1CCCC2	-1%
O=C(CC1(O)C(=O)Nc2ccc(Br)cc21)c1ccccc1 (stereo unspecified)	2%
CCc1nn2c(=O)cc(COC(=O)c3cccc(NC(=O)COc4ccccc4F)c3)nc2s1	?
O=C(NC1CCCC1)c1ccc(CSc2nc3cccnc3n2Cc2ccccc2F)cc1	-1%
O=C(Cc1ccc(F)cc1)N1CCC(c2nc3c(nnn3Cc3ccc(Cl)cc3)c(=O)[nH]2)CC1	-2%
CCNc1nc(NC(C)C)nc(SCCOC(=O)c2ccccc2)n1	-22%
Cc1cc(C)c2c(N)c(C(=O)NC3CCCC3)sc2n1	5%
Cc1ccc(S(=O)(=O)Nc2c(C)nn(C)c2C)c(C)c1	-4%
O=c1c2ccccc2n2c(-c3cccc(F)c3)nnc2n1Cc1ccccc1	-9%
CC1CCCN(c2nc(-c3ccccc3O)nc3ccccc23)C1 (stereo unspecified)	9%
COc1ccc(C)cc1NC(=O)c1ccc(NS(=O)(=O)c2c(C)noc2C)cc1	7%

A few values from the list:
Entry for CC(=O)Nc1ccc(S(=O)(=O)N2CCN(c3ccc(C)c(Cl)c3)CC2)cc1 in aSyn tox rescue: 0%
Entry for Cc1cc(C)c2c(N)c(C(=O)NC3CCCC3)sc2n1 in aSyn tox rescue: 5%

Reformatted with each value named: entries from further up.
CCCC(=O)Nc1cccc(-c2cn3cccnc3n2)c1
  aSyn tox rescue: -4%

N#CC1(NC(=O)Cn2ncc(Cl)c(Cl)c2=O)CCCCC1
  aSyn tox rescue: 9%

Carrying on:
canonical_smiles	aSyn tox rescue
CCOC(=O)C1CCN(c2ncnc3c2nc2n3CCCCC2)CC1	1%
COc1ccc(OC)c(CNC(=O)CN2N=C(c3ccc(Cl)cc3)CCC2=O)c1	6%
CC(C)n1nnnc1SCC(=O)Nc1cccc(F)c1	0%
COc1ccc2c(c1)CCc1c(C(=O)Nc3c(C)nn(Cc4ccccc4)c3C)noc1-2	6%
Cc1ccc(S(=O)(=O)NN=C(c2ccccc2)c2cccs2)cc1	-4%
Cc1ccc(O)c(NC(=O)CCS(=O)(=O)c2nc(-c3cccs3)cc(C(F)(F)F)n2)c1	-6%
O=C(Nc1ccc(Cl)c(C(F)(F)F)c1)c1ccc2c(c1)CCN2S(=O)(=O)c1ccccc1	1%
COc1ccc2cc(-c3nnc(Nc4ccccc4)s3)c(=O)oc2c1	8%
COc1cccc(CN(C)C(=O)CCN(c2ccccc2)S(=O)(=O)c2ccc(C)cc2)c1OC	-4%
COc1ccc(C)cc1NC(=O)c1cc(S(=O)(=O)N2CCC(C)CC2)cn1C	-1%
Cc1ccc(NC(=O)Cn2cc(C(=O)c3ccco3)c3ccccc32)cc1C	-5%
CC(=O)Nc1ccc(NC(=O)Cn2nc(C(=O)Nc3ccc(C)cc3)ccc2=O)cc1	3%

Reprinted from the part before: 2 compounds, then new ones.
canonical_smiles	aSyn tox rescue
Cc1ccc(NC(=O)Cn2cc(C(=O)c3ccco3)c3ccccc32)cc1C	-5%
CC(=O)Nc1ccc(NC(=O)Cn2nc(C(=O)Nc3ccc(C)cc3)ccc2=O)cc1	3%
Cc1coc2c(C)c3oc(=O)c(CCC(=O)N4CCCCC4)c(C)c3cc12	0%
O=C(Nc1ccc(OC(F)(F)F)cc1)NC1COc2ccccc2C1 (stereo unspecified)	-9%
Cc1nn(CCCC(=O)Nc2ccccc2C(F)(F)F)c(=O)c2nn(-c3ccccc3)c(C)c12	0%
Cc1cc(Cl)ccc1OCCCC(=O)NNC(=O)c1ccccc1O	0%
Cc1ccn2c(Nc3ccc4c(c3)OCCO4)c(-c3ccc(C)o3)nc2c1	-10%
O=C(/C=C/c1ccco1)c1cccnc1	2%
COc1ccc(-c2c(C)nn3c(N4CCN(c5ccccc5F)CC4)cc(C)nc23)cc1OC	-5%
Cc1cc(C)c2nc(NC(=O)c3cccc(S(=O)(=O)N4CCc5ccccc54)c3)sc2c1	3%
Cc1ccnc(NC(=O)c2ccc(Cl)c(S(=O)(=O)N3CCCC3)c2)c1	-11%
O=C(Nc1cccc(F)c1)[C@H](CSCc1ccccc1)N1Cc2ccccc2C1=O	8%
CC(C)CCNC(=O)c1cc(-c2cccnc2)nc2ccc(S(=O)(=O)N3CCC(C)CC3)cc12	0%
Cc1ccccc1-n1cc[nH]c1=S	7%
Oc1c(C(c2ccco2)N2CCC3(CC2)OCCO3)sc2ncnn12 (stereo unspecified)	4%
CCOc1ccc(Nc2ncnc3c2nc2n3CCCCC2)cc1	-8%
